Screens: PubChem, Southern Research Specialized Biocontainment Screening Center
H1N1 NS1A inhibition = H1N1 influenza NS1A inhibitors, functional cell based assay (AID 504329); actives 0.3% (n = 340,000); inhibition, % at 12.5 µM, or IC50 in µM where a hit was titrated; NS1A functional cell-based assay, percent inhibition; higher % means a stronger effect; in the data active means a potency from the dose series; inconclusive means inhibition above about 27% without an active follow-up result; further: strong numbers were not always called active
M. tuberculosis HTS = M. tuberculosis growth inhibition, HTS (AID 449762); M. tuberculosis H37Rv growth inhibition, 7H9 media; higher % means a stronger effect; inhibition, % at 25 µM; hits with a dose series show IC50 in µM; actives 0.59% (n = 330,000); in the data active means a potency from the dose series; inconclusive means inhibition above about 70% without an active follow-up result;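 further: bacterial growth assessed after seven days of incubation; strong numbers were not always called active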
Salmonella PhoP GFP = PhoP regulon inhibitors, Salmonella typhi PhoP promoter GFP reporter, confirmatory (AID 1850); Salmonella Typhi PhoP-promoter GFP reporter, fluorescence, 4 h; higher % means a stronger effect; inhibition, % at 50 µM; hits with a dose series show IC50 in µM; actives 0.33% (n = 310,000); in the data active means a potency from the dose series; inconclusive means inhibition mostly from about 25% at the one dose, without a potency; inactive means the rest, 99 in 100 with inhibition below about 19%;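 further: 0% = induced wells with vehicle and 100% = uninduced wells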
VEEV TC-83 Vero = inhibitors of VEEV TC-83 cytopathic effect, confirmation, Vero cells (AID 588727). Vero cells, VEEV TC-83 cytopathic effect inhibition; higher % means a stronger effect. inhibition, % at 20 µM, or IC50 in µM where a hit was titrated. actives 0.13% (n = 350,000); in the data active means a potency from the dose series; inconclusive means inhibition mostly from about 14% at the one dose, without a potency; inactive means the rest, 99 in 100 with inhibition below about 12%; further: strong numbers were not always called active
M. tuberculosis = growth inhibition of non-replicating M. tuberculosis (AID 488890); actives 0.39% (n = 320,000); Mycobacterium tuberculosis non-replicating, growth inhibition; higher % means a stronger effect; inhibition, % at 25 µM, or IC50 in µM where a hit was titrated; in the data active means a potency from the dose series; inconclusive means inhibition mostly from about 82% at the one dose, without a potency; inactive means the rest, 99 in 100 with inhibition below about 76%;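 further: plate controls were DMSO cells for no effect and high antibiotic wells for full effect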
An asterisk follows results filed as active; i = inactive; u = inconclusive; x = no result given.

Sample of the layout (7 entries):
SMILES	H1N1 NS1A inhibition	M. tuberculosis HTS	Salmonella PhoP GFP	VEEV TC-83 Vero	M. tuberculosis
N#Cc1ccccc1NC(=O)c1ccc2c(c1)OCCO2	0%	2%	8%	3.0%	-5%
COc1ccc(-c2cc(C(=O)OCC(=O)Nc3cc(C)on3)c3ccccc3n2)cc1OC	20%	2%	7%	i	4%
COc1ccc(S(=O)(=O)N(C)c2ccc(OCC(=O)Nc3cc(C)on3)cc2)cc1	2%	-1%	0%	2.1%	38%
C=CCOc1c(CNc2nccs2)cccc1OCC	-2%	-1%	-2%	2.4%	56%
Cn1c(=O)[nH]c(NC2CCCCC2)c(N=O)c1=O	-9%	2%	-6%	i	-6%
CCOC(=O)c1[nH]c2ccc(Cl)cc2c1-c1ccccc1	4%	-3%	-6%	0.6%	-2%
CC(C)(C)C(=O)Nc1ccccc1C(=O)Nc1ccncc1	-2%	-4%	21%	0.3%	-4%

All compounds of this part, previewed entries included:
SMILES	H1N1 NS1A inhibition	M. tuberculosis HTS	Salmonella PhoP GFP	VEEV TC-83 Vero	M. tuberculosis
N#Cc1ccccc1NC(=O)c1ccc2c(c1)OCCO2	0%	2%	8%	3.0%	-5%
COc1ccc(-c2cc(C(=O)OCC(=O)Nc3cc(C)on3)c3ccccc3n2)cc1OC	20%	2%	7%	i	4%
COc1ccc(S(=O)(=O)N(C)c2ccc(OCC(=O)Nc3cc(C)on3)cc2)cc1	2%	-1%	0%	2.1%	38%
C=CCOc1c(CNc2nccs2)cccc1OCC	-2%	-1%	-2%	2.4%	56%
Cn1c(=O)[nH]c(NC2CCCCC2)c(N=O)c1=O	-9%	2%	-6%	i	-6%
CCOC(=O)c1[nH]c2ccc(Cl)cc2c1-c1ccccc1	4%	-3%	-6%	0.6%	-2%
CC(C)(C)C(=O)Nc1ccccc1C(=O)Nc1ccncc1	-2%	-4%	21%	0.3%	-4%
CN(C)c1ccc(/C=N/NC(=O)CNC(=O)c2ccco2)cc1	-9%	2%	-1%	0.1%	-1%
Cc1ccc(NC(=O)Nc2nnc(Cc3ccc(F)cc3)s2)cc1	-5%	-1%	5%	1.1%	3%
CC(C)CC1CCCCC1OC(=O)CN1CCCCC1 (stereo not given)	-3%	-3%	12%	1.1%	-7%
N#Cc1ccccc1CSCCNC(=O)Cc1c(F)cccc1Cl	3%	2%	2%	1.6%	-6%
CC(C)Oc1ccc(-c2nn(-c3ccccc3)cc2/C=c2\sc3ncnn3c2=O)cc1	x	23%	-69%	x	24%
CCN1CCN(C(=O)c2ccc3c(c2)N(Cc2ccccc2)C(=O)c2ccccc2S3(=O)=O)CC1	-7%	-6%	5%	i	-4%
O=C(NN1CCOCC1)c1cn(-c2ccccc2)nc1-c1cccs1	-15%	3%	-10%	i	-16%
OC(c1ccccc1)C(Nc1ccccn1)c1ccccc1 (stereo not given)	-1%	x	x	0.8%	x
NC(=O)COC(=O)CNC(=O)c1cc(Cl)cc([N+](=O)[O-])c1	0%	-5%	9%	0.6%	-16%
O=C(C1=C[C@@H](C2CC2)C[C@@H](OCc2ccc(CO)cc2)O1)N1CCN(Cc2ccc3c(c2)OCO3)CC1	10%	-3%	-5%	0.8%	17%
CCC(N=c1cc(-c2ccc(OC)c(OC)c2)oc2ccc(C)cc12)C(=O)O (stereo not given)	7%	7%	-5%	0.5%	-3%
CC[C@@H]1C(c2ccc(F)cc2)=NN(c2ccccc2)[C@H]1C(=O)N1CCOC1=O	-22%	x	x	2.1%	x
CCC(C)(C(=O)NC1CCCCC1)N(C(=O)Cc1cccs1)c1ccccc1 (stereo not given)	16%	2%	2%	i	11%
CCOC(=O)[C@@]1(C#N)C(c2ccc(Cl)c(Cl)c2)[C@H](C(N)=O)N2C=C(C(C)=O)C=C[C@H]21 (stereo not given in full)	1%	-8%	16%	3.6%	21%
CN(C1CCCC1)C1CCN(C(=O)CNC(=O)/C=C/c2ccccc2)CC1	-2%	-3%	-4%	i	-10%
Cc1c(NC(=O)c2cccc(S(=O)(=O)N3CCOCC3)c2)c(=O)n(-c2ccccc2)n1C	-7%	-4%	10%	0.9%	0%
O=S(=O)(c1ccccc1)c1nc(-c2ccc(F)cc2)oc1NCC1CCCO1 (stereo not given)	-9%	3%	x	6.5%	8%
CC(=O)NCN1CCN(CNC(C)=O)CC1	-5%	-12%	3%	0.3%	-2%
CCOc1ccc(C(C(=O)NCC2CCCO2)N(Cc2cccs2)C(=O)c2snc(C(N)=O)c2N)cc1 (stereo not given)	10%	13%	-9%	7.1%	0%
Cc1cc(C)c(S(=O)(=O)N2CCOC2CNC(=O)C(=O)NCc2ccco2)c(C)c1 (stereo not given)	8%	-14%	6%	1.2%	14%
N#CC1(c2ccccc2)CCC(=NO)CC1 (stereo not given)	-6%	-3%	16%	0.1%	-5%
CCOC(=O)c1c(C)[nH]c(C(=O)CN2C(=O)NC(CC)(c3ccccc3)C2=O)c1C (stereo not given)	2%	-3%	4%	9.8%	u
COc1ccc(OC)c(N2C(=O)[C@@H]3C(c4ccccc4Cl)=NO[C@@H]3C2=O)c1	10%	-12%	5%	0.3%	-10%
COC(=O)C(Cc1ccc(O)cc1)N1Cc2ccccc2C1=O (stereo not given)	-13%	2%	-11%	i	-13%
CCOC(=O)c1[nH]cnc1C(=O)NC1CCN(C(=O)OC(C)(C)C)CC1	-20%	2%	x	3.6%	38%
CNC(=O)c1nn(-c2ccccc2)ccc1=O	0%	2%	0%	1.5%	-3%
O=C(COc1ccccc1)NNc1c2ccccc2nc2ccccc12	14%	4%	-9%	u	50%
CN(C(=O)COc1ccc(-c2nnco2)cc1)C1CCS(=O)(=O)C1 (stereo not given)	-3%	-7%	1%	0.5%	-9%
Cc1ccc(-n2c(Cn3c(C)nc4ccccc43)n[nH]c2=S)cc1	1%	4%	2%	0.2%	-6%
O=C(C[C@H]1C[C@H](C(=O)N2CCOCC2)[C@@]2(CCC3CCCC3)c3[nH]c4cc(-c5ccco5)ccc4c3CCN2C1=O)NCCCn1ccnc1	11%	x	x	i	x
NS(=O)(=O)c1ccc(CNC(=S)NCc2ccc(Cl)cc2)cc1	-4%	5%	-1%	6.1%	57%
CC(=O)c1sc(C(C)(C)C)cc1NC(=O)c1ccccc1C(=O)O	x	0%	-7%	0.6%	-4%
CCOC(=O)c1ccc(NS(C)(=O)=O)cc1	-38%	0%	2%	6.4%	-15%
CCCCCC(=O)OCCc1c(C)nc2nc[nH]n2c1=O	5%	-5%	2%	0.1%	-7%
Cn1c(=O)cc(SCC(=O)N2CCCC2)c2ccc(Cl)cc21	-1%	4%	-1%	8.7%	12%
Cc1ccc(S(=O)(=O)CC(=O)Nc2c(C)n(C)n(-c3ccccc3)c2=O)cc1	7%	-5%	2%	1.2%	-4%
CCN(c1ccc(NC(=O)CSCc2c(C)noc2C)cc1)C(C)C	-5%	-6%	x	5.0%	24%
CC(=O)c1cccc(NC2c3ccccc3C(=O)N2Cc2ccco2)c1 (stereo not given)	5%	-6%	-6%	7.9%	20%
O=C(Oc1ccc(-c2csnn2)cc1)C1CC1	7%	4%	1%	i	33%
CCN1CCN(C(=S)NCCc2ccccc2)CC1	-9%	-15%	8%	i	8%
C=CCn1c(O)c(C(C)=NCC2CCCO2)c(=O)[nH]c1=O (stereo not given)	x	u	-4%	0.9%	-15%
C[C@H](CCC(=O)O)[C@H]1CC[C@H]2[C@@H]3C(=O)C[C@@H]4CC(=O)CC[C@]4(C)[C@H]3CC(=O)[C@]12C	9%	-4%	-11%	1.0%	-12%
O=S(=O)(Nc1nccs1)c1ccc(Cl)cc1	-21%	-3%	10%	0.6%	-1%
COc1cc(CN2CCN(c3cccc(C)c3C)CC2)cc([N+](=O)[O-])c1O	0%	-5%	-9%	0.1%	25%
Cc1cc(-c2nnc(CCC(=O)NCCc3ccccc3F)o2)no1	8%	3%	3%	0.5%	8%
CN(C)c1ccc(S(=O)(=O)N2CCCCC2)cc1NC(=O)CCNC(=O)c1ccco1	-4%	-7%	x	0.7%	-21%
CCOC(=O)N1CCN(C(=O)CN(c2ccccc2OC)S(=O)(=O)c2ccc(OC)cc2)CC1	3%	-2%	9%	1.8%	1%
N/C(=N\N=C\c1cccc(O)c1)c1nonc1N	-4%	-6%	-5%	2.3%	-7%
Cc1ccc(S(=O)(=O)NCC(=O)OCC(=O)c2cc(C)n(-c3ccccc3)c2C)cc1	0%	0%	-1%	1.0%	4%
CCOc1ccc2nc(NC(=O)CN3CCC(n4nnc5cc(C(F)(F)F)ccc54)CC3)sc2c1	3%	6%	-2%	i	31%
C=CCn1c(SCC(=O)NC2(C)CCS(=O)(=O)C2)nc2ccccc21 (stereo not given)	0%	-4%	x	i	-5%
O=C(/C(=C/c1ccccc1)c1ccccc1)N1CCCCC1	-20%	1%	-2%	i	-8%
CC(NO)C(C)(C)NO (stereo not given)	-15%	4%	5%	0.4%	-9%

Following part.
SMILES	H1N1 NS1A inhibition	M. tuberculosis HTS	Salmonella PhoP GFP	VEEV TC-83 Vero	M. tuberculosis
CC(=O)C1=C(S(=O)(=O)c2ccc(C)cc2)CS(=O)(=O)C1	-10%	x	x	0.4%	x
COc1cccc(C(=O)Nc2cc(C)c3c(=O)oc4ccccc4c3n2)c1	4%	3%	7%	7.9%	x
O=C(CSc1nc(-c2ccccc2)nc2ccccc12)Nc1cccc(C(=O)O)c1	x	-7%	4%	2.9%	4%
CC1(c2ccccc2Cl)NC(=O)N(CC(=O)N2CCc3ccccc32)C1=O (stereo not given)	0%	-3%	x	0.9%	10%
Cc1ccccc1NC(=O)c1ccc(F)c(S(=O)(=O)N2CCN(c3ccccn3)CC2)c1	4%	-8%	-15%	i	-3%
Cn1ccnc1SCC(=O)c1cccc(Br)c1	-6%	1%	-1%	0.5%	18%
CC(=O)COc1ccc2c3c(c(=O)oc2c1)CCCC3	-15%	12%	-4%	i	6%
CC(NC(=O)CSc1nc2ccc(N)cc2s1)c1ccccc1 (stereo not given)	16%	-4%	-23%	2.3%	-1%
O=C(NC(C(=O)O)c1ccccc1)c1ccccc1 (stereo not given)	2%	-5%	-1%	1.4%	-10%
CS(=O)(=O)N1CCN(c2c(Cl)cccc2[N+](=O)[O-])CC1	-3%	-7%	11%	i	-7%
C/C(O)=C(/C=NCC(=O)O)C(=O)Nc1nccs1	-2%	2%	-6%	0.4%	28%
Cn1c(SCc2ccc(F)cc2)nnc1-c1cnccn1	3%	7%	-4%	0.2%	64%
COc1ccc(S(=O)(=O)Cc2ccc(C(=O)NC3CCCC3)o2)cc1	2%	-12%	-7%	1.2%	-5%
CN1CCN(c2ccccc2NC(=S)NC(=O)c2cc3ccccc3o2)CC1	-5%	-4%	-8%	13%	1%
COc1ccc(C(=O)C2CCCN(S(=O)(=O)C(C)C)C2)c(C)c1 (stereo not given)	-6%	-2%	2%	2.4%	-6%
O=c1[nH]c(N2CCc3ccccc3C2)nc2c1CCC2	-6%	3%	3%	i	-2%
Cc1ccc(C(=O)NC2CCc3ccccc3C2=O)cc1 (stereo not given)	-5%	1%	6%	0.6%	43%
O=C(NCCN1CCOCC1)/C(=C/c1ccco1)NC(=O)c1ccccc1	11%	3%	-4%	1.4%	-4%
CCOc1ncccc1C(=O)N1CCN(C(c2ccccc2)c2ccccc2)CC1	-2%	18%	10%	5.1%	0%
O=C(O)/C=C1\NC(=O)c2ccccc21	-6%	-6%	-1%	0.7%	0%
O=c1cc(-c2ccc(OCc3ccccc3)cc2)oc2cc(OCc3ccccc3)cc(OCc3ccccc3)c12	-8%	x	x	1.2%	x
Cc1ccc([N+](=O)[O-])cc1S(=O)(=O)Nc1ccc(C(=O)NCc2ccccn2)cc1	-7%	12%	-5%	0.9%	10%
S=C(Nc1ccccc1)N1CCN(C/C=C/c2ccccc2)CC1	-1%	1%	0%	0.8%	-3%
CC(SC1=NCCN1S(=O)(=O)c1ccccc1)c1ccccc1 (stereo not given)	-4%	3%	-10%	5.4%	14%
CN1CCN(C(=O)CCN2C(=O)/C(=C/c3ccccc3Cl)SC2=S)CC1	8%	50%	-3%	7.7%	19%
CCC(=O)N/N=C(\C)CC(=O)Nc1ccc(F)cc1	-7%	-9%	-4%	0.5%	1%
